Screening results: PubChem, Broad Institute
EZH2 inh – EZH2/PRC2 methyltransferase inhibitors, primary screen, biochemical, DELFIA time-resolved fluorescence, single point; Histone-lysine N-methyltransferase EZH2 (Homo sapiens), Q15910; PRC2 H3K27 methylation, DELFIA TRF, 1 h; inhibition, % at 12.5 µM; 57,000 compounds, 0.35% hits;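 active = mean inhibition of replicates at least 50% and every single replicate also reaching 50%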;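 also: dimethyl H3K27 on biotinylated H3 21-44 peptide detected by antibody; plate controls were median neutral control wells for no effect and median positive control wells for full effect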
Target sequence (Q15910 whole entry, looked up): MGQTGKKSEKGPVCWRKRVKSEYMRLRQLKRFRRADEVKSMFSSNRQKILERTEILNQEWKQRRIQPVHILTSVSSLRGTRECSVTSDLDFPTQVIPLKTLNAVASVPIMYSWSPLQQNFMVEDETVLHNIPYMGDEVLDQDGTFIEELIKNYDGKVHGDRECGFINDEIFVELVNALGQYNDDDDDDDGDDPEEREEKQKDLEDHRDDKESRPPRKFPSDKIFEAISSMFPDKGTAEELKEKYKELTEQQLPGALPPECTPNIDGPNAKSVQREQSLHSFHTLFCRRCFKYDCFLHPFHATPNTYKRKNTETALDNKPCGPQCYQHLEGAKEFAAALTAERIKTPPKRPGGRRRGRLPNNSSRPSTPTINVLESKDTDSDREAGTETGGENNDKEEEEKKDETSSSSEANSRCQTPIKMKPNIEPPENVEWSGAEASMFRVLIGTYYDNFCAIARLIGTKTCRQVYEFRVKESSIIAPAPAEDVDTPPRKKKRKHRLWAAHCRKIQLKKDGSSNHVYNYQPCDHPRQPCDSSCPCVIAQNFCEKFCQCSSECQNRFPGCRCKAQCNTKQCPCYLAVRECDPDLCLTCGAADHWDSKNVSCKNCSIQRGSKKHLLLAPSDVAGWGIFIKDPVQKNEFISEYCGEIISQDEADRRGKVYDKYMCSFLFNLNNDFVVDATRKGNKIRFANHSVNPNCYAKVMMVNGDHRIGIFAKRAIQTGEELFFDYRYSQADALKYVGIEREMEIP
IDH1 R132H inh – inhibitors of IDH1 R132H reductase, primary screen, biochemical, plate reader, single point; Isocitrate dehydrogenase [NADP] cytoplasmic (Homo sapiens), O75874; inhibition, % at 10 µM; 70,000 compounds, 0.18% hits; diaphorase/resazurin fluorescence, 60 min; in the data active = inhibition above about 34%;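 also: 0% = DMSO and 100% = no enzyme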
* hit, by the source's call; · = no result given; & = joins results of further samples. An excerpt; rates above refer to the full screens.

compound	EZH2 inh	IDH1 R132H inh
C[C@@H]1CCCCO[C@@H](CN(C)Cc2ccc(Cl)c(Cl)c2)[C@@H](C)CN([C@H](C)CO)C(=O)c2cc(NS(=O)(=O)c3cccs3)ccc2O1	·	1.4
O=C(C[C@H]1C=C[C@H](NC(=O)c2cccnc2)[C@H](CO)O1)NCCN1CCCCC1	2	-0.2
CC(C)NC(=O)Nc1cccc2c1O[C@@H](CN(C)CC1CCCCC1)[C@@H](C)CN([C@H](C)CO)C2=O	12	·
Cc1cccc(NC(c2ccc([N+](=O)[O-])cc2)c2ccc3ccc(C)nc3c2O)n1 (stereo not given)	1	0.1
C[C@@H]1CCCCO[C@@H](CN(C)C(=O)CCCN(C)C)[C@H](C)CN([C@H](C)CO)C(=O)c2cc(NC(=O)Nc3ccc4c(c3)OCO4)ccc2O1	·	0.8
CC(=O)Nc1ccccc1NC(=O)CN(C)S(=O)(=O)c1ccc(C)cc1	-5	0.2
COc1ccc(C2(CNC(=O)C3COc4ccccc4O3)CCCC2)cc1OC (stereo not given)	4	-0.3
COc1cccc(C(=O)NC(c2ccc([N+](=O)[O-])cc2)c2c(O)ccc3ccccc23)c1 (stereo not given)	-11	0.2
COc1ccc(S(=O)(=O)Nc2ccc3c(c2)C(=O)N([C@H](C)CO)C[C@@H](C)[C@@H](CN(C)Cc2ccc(C(F)(F)F)cc2)O3)cc1	·	-0.1
CO[C@H]1CN(C)C(=O)c2ccc(NC(C)=O)cc2OC[C@@H](C)N(Cc2cccnc2)C[C@@H]1C	7	0.1
C[C@@H]1CN([C@@H](C)CO)C(=O)c2cccc(N(C)C)c2O[C@H]1CN(C)Cc1ccncc1	-3	5.1
C[C@H]1CN([C@@H](C)CO)C(=O)CCCn2cc(nn2)CO[C@H]1CN(C)S(=O)(=O)c1ccc(-c2ccccc2)cc1	·	2.4
CC(=O)C(C)Sc1ncnc2sc(-c3ccccc3)cc12 (stereo not given)	6	-0.2
C[C@H](CO)N1C[C@H](C)[C@@H](CN(C)S(C)(=O)=O)Oc2ccc(NC(=O)Cc3ccccc3)cc2C1=O	-5&2	·
C[C@H](CO)N1C[C@H](C)[C@@H](CN(C)Cc2ccc(-c3ccccc3)cc2)Oc2ccc(NC(=O)Cn3cnnn3)cc2C1=O	4	·
O=C(C[C@H]1C[C@@H]2c3cc(NC(=O)Nc4ccccc4F)ccc3O[C@@H]2[C@@H](CO)O1)NCC(F)(F)F	-3	2.0
O=C1c2ccccc2C(=O)N1CCCc1nc2ccccc2c(=O)n1-c1nc2ccccc2s1	-4	0.2
C[C@@H]1CN([C@H](C)CO)S(=O)(=O)c2ccc(-c3ccncc3)cc2O[C@H]1CN(C)S(C)(=O)=O	9	5.9
CCCN1C[C@@H](C)[C@@H](OC)CN(C)C(=O)c2ccc(NC(=O)Nc3cccc(F)c3)cc2OC[C@@H]1C	-18	0.4
CCCN(C)C[C@@H]1Oc2ncc(C#CC3(O)CCCC3)cc2C(=O)N([C@H](C)CO)C[C@@H]1C	-11	0.7
COc1ccc(S(=O)(=O)N(C)C[C@@H]2OCCCC[C@@H](C)Oc3ccc(NC(=O)Cc4ccccc4)cc3C(=O)N([C@H](C)CO)C[C@@H]2C)cc1	·	-0.2
C[C@H](CO)N1C[C@H](C)[C@@H](CN(C)C(=O)Nc2ccc(C(F)(F)F)cc2)OCCCC[C@H](C)Oc2ccc(NS(=O)(=O)c3ccc(Cl)cc3)cc2C1=O	·	6.1
CC(C)NC(=O)Nc1ccc2c(c1)C(=O)N([C@@H](C)CO)C[C@@H](C)[C@@H](CN(C)C(=O)NC1CCCCC1)OCCCC[C@H](C)O2	-6	1.1
O=C(O)c1ccccc1Nc1ccccc1	-7	1.4
C[C@H]1CN([C@@H](C)CO)C(=O)Cc2cc(NC(=O)c3ccncc3)ccc2O[C@H]1CN(C)C(=O)Nc1ccc(C(F)(F)F)cc1	-4	-1.5
COc1cccc(OCc2nc(-c3ccccc3)no2)c1	29	-0.5
COc1cc(NC(=O)c2ccccc2)c(OC)cc1NC(=O)COc1ccc(Cl)cc1Cl	11	0.7
C[C@@H]1CCCCO[C@@H](CN(C)Cc2ccc(Cl)c(Cl)c2)[C@H](C)CN([C@H](C)CO)C(=O)c2cc(NC(=O)Nc3cccc4ccccc34)ccc2O1	·	3.0
CO[C@@H]1CN(C)C(=O)c2ccc(NC(=O)C3CCC3)cc2OC[C@H](C)NC[C@@H]1C	12	0.7
C[C@H](O)C#Cc1cnc2c(c1)C(=O)N([C@H](C)CO)C[C@@H](C)[C@H](CN(C)Cc1ccc(-c3ccccc3)cc1)O2	-3	-4.4
C[C@H](CO)N1C[C@H](C)[C@@H](CN(C)Cc2ccc(Cl)c(Cl)c2)Oc2ccc(NC(=O)Cn3cnnn3)cc2C1=O	7	1.6
Cc1ccc2nc(-c3ccccn3)cc(C(=O)Nc3sc4c(c3C(N)=O)CCc3ccccc3-4)c2c1	-37	-0.2
CNC[C@@H]1Oc2ccc(NS(=O)(=O)c3c(C)noc3C)cc2C(=O)N([C@H](C)CO)C[C@H]1C	·	1.8
C[C@H]1CCCCO[C@H](CN(C)C(=O)CCCN(C)C)[C@@H](C)CN([C@@H](C)CO)C(=O)c2cc(N(C)C)ccc2O1	-1	-0.1
COc1cc(OC)c(O[C@@H]2O[C@H](COC(=O)c3cc(O)c(O)c(O)c3)[C@@H](O)[C@H](O)[C@H]2O)c(OC)c1	·	-0.5
C[C@@H]1CCCCO[C@@H](CN(C)C(=O)CCCN(C)C)[C@H](C)CN([C@H](C)CO)C(=O)c2cc(NC(=O)CCCN(C)C)ccc2O1	·	2.4
C[C@H](CO)N1C[C@H](C)[C@H](CN(C)C)Oc2cc(C#Cc3ccccn3)ccc2S1(=O)=O	0	0.0
N#Cc1ccccc1NC(=O)COc1ccc(Cl)cc1Cl	-7	0.2
Cc1ccc(S(=O)(=O)N(C)C[C@@H]2Oc3ccc(NC(=O)Nc4ccc(C(F)(F)F)cc4)cc3CC(=O)N([C@H](C)CO)C[C@@H]2C)cc1	·	6.5
CCn1c(SCC(=O)Nc2cc(Cl)ccc2Cl)nnc1-c1ccncc1	-15	-0.7
CCCN1C[C@H](C)[C@H](OC)CN(C)C(=O)c2ccc(NC(=O)c3cccc(OC)c3)cc2OC[C@H]1C	-9	-0.5
CO[C@H]1CN(C)C(=O)c2cc(NC(=O)CC(F)(F)F)ccc2OC[C@@H](C)N(S(=O)(=O)c2cn(C)cn2)C[C@H]1C	5	-0.1
C[C@@H]1CN([C@@H](C)CO)C(=O)c2cc(NC(=O)c3ccncc3)ccc2O[C@H]1CN(C)C(=O)NC1CCCCC1	·	2.5
COc1ccc(OCC(=O)Nc2ccccc2OC(F)F)cc1	3	-0.7
C[C@H]1CN([C@@H](C)CO)C(=O)c2cc(NC(=O)Cc3ccccc3)ccc2O[C@@H]1CN(C)S(=O)(=O)c1ccccc1	-6	3.2
C[C@H](CO)N1C[C@H](C)[C@@H](CN(C)Cc2ccccc2)OCCCC[C@H](C)Oc2ccc(NC(=O)c3ccccc3)cc2C1=O	·	1.5
C[C@@H]1CCCCO[C@@H](CN(C)C(=O)Nc2ccccc2)[C@@H](C)CN([C@H](C)CO)C(=O)c2cc(NC(=O)Nc3ccc(F)cc3)ccc2O1	·	1.6
CNC[C@H]1Oc2c(NS(=O)(=O)c3cccs3)cccc2C(=O)N([C@@H](C)CO)C[C@H]1C	·	1.1
C[C@H]1CCCCO[C@@H](CN(C)Cc2ccncc2)[C@@H](C)CN([C@@H](C)CO)C(=O)c2cc(NC(=O)Cc3ccccc3)ccc2O1	-18	4.2
CCCC#Cc1cnc2c(c1)C(=O)N([C@H](C)CO)C[C@H](C)[C@@H](CN(C)Cc1ccccc1F)O2	-8	-4.3
CC(=O)CCCC1Cc2cccc(O)c2C(=O)O1 (stereo not given)	18	0.1
C[C@H](NC(=O)C[C@H]1C[C@@H]2c3cc(NC(=O)NC4CCCCC4)ccc3O[C@@H]2[C@H](CO)O1)c1ccccc1	4	0.3
C[C@@H]1CN([C@H](C)CO)S(=O)(=O)c2ccc(C#CCN(C)C)cc2O[C@@H]1CN(C)Cc1ccc(F)cc1	-15	0.3
CO[C@@H]1CN(C)C(=O)c2cc(NS(=O)(=O)CC(F)(F)F)ccc2OC[C@@H](C)NC[C@@H]1C	4	0.4
Cc1ccc(S(=O)(=O)N(C)C[C@H]2OCCCC[C@H](C)Oc3ccc(NS(=O)(=O)c4c(C)noc4C)cc3C(=O)N([C@H](C)CO)C[C@H]2C)cc1	·	2.1
COc1ccc(-c2ccc3c(c2)O[C@H](CN(C)C)[C@H](C)CN([C@H](C)CO)S3(=O)=O)cc1	-7	0.0
C/C=C/c1ccc2c(c1)O[C@H](CN(C)Cc1ccccc1)[C@@H](C)CN([C@H](C)CO)S2(=O)=O	19	-3.0
C[C@@H]1CN([C@@H](C)CO)C(=O)c2cccc(NC(=O)Nc3ccccc3)c2O[C@@H]1CN(C)S(=O)(=O)c1ccc(Cl)cc1	-7	·
CO[C@H](CN(C)C(=O)c1ccc2c(c1)OCO2)[C@H](C)CN([C@@H](C)CO)S(=O)(=O)c1ccc(F)cc1	-4	0.1
C[C@@H]1CCCCO[C@H](CN(C)C(=O)c2ccncc2)[C@@H](C)CN([C@@H](C)CO)C(=O)c2cc(N(C)C)ccc2O1	-3	0.8

Fetched by structure from the list above (2):
compound	EZH2 inh	IDH1 R132H inh
Cc1cccc(NC(c2ccc([N+](=O)[O-])cc2)c2ccc3ccc(C)nc3c2O)n1 (stereo not given)	1	0.1
CC(=O)Nc1ccccc1NC(=O)CN(C)S(=O)(=O)c1ccc(C)cc1	-5	0.2

(list continues)
compound	EZH2 inh	IDH1 R132H inh
CCC(=O)Nc1ccc2c(c1)C(=O)N(C)C[C@@H](OC)[C@H](C)CN(Cc1ccccc1F)[C@@H](C)CO2	6	-0.4
COC(/C=C/C(OC(C)=O)C(C)OC(C)=O)C(O)C1CC=CC(=O)O1 (stereo not given)	·	-0.6
C[C@@H]1CN([C@H](C)CO)C(=O)c2cc(/C=C/c3ccccc3)cnc2O[C@H]1CN(C)C(=O)c1cccc(F)c1	·	0.1
C[C@@H]1CCCCO[C@@H](CN(C)S(=O)(=O)c2ccccc2)[C@H](C)CN([C@@H](C)CO)C(=O)c2cc(NC(=O)CCCN(C)C)ccc2O1	·	-3.6
Cc1ccc(S(=O)(=O)N(C)C[C@@H]2Oc3ccc(NC(=O)CCN4CCOCC4)cc3CC(=O)N([C@@H](C)CO)C[C@@H]2C)cc1	-25	-0.2
CCC(=O)N1C[C@H](C)[C@@H](OC)CN(C)C(=O)c2cc(NC(=O)C3CC3)ccc2OC[C@@H]1C	-1	0.2
Cc1ccc(S(=O)(=O)N[C@@H]2CC[C@@H](CC(=O)NCCc3ccncc3)O[C@H]2CO)cc1	-3	-0.1
Cc1ccc(N(C(C)C(=O)Nc2ccc(Oc3ccccc3)cc2)S(C)(=O)=O)cc1 (stereo not given)	19	0.0
O=C(N[C@H]1CC[C@@H](CCNC(=O)C2CCC2)O[C@@H]1CO)c1ccccn1	-7	0.3
CO[C@H]1CN(C)C(=O)c2ccc(NC(C)=O)cc2OC[C@@H](C)N(CC2CCCCC2)C[C@@H]1C	-7	-0.1
N#Cc1nc(-c2cccs2)oc1NCCCN1CCOCC1	-15	0.3
COCC#Cc1ccc2c(c1)O[C@@H](CN(C)C(=O)C1CCCCC1)[C@H](C)CN([C@@H](C)CO)S2(=O)=O	17	-1.9
C[C@@H]1CN([C@@H](C)CO)C(=O)c2cc(NC(=O)Cc3cn(C)c4ccccc34)ccc2O[C@H]1CN(C)C(=O)Nc1ccc(F)cc1	-1	-20
COc1cccc(NC(=O)COc2ccccc2C(=O)Nc2c(C)cccc2C)c1	2	0.3
Cc1ccc(S(=O)(=O)Nc2ccc3c(c2)CC(=O)N([C@@H](C)CO)C[C@H](C)[C@@H](CN(C)Cc2ccc4c(c2)OCO4)O3)cc1	-4	-0.4
CC(C)NC(=O)Nc1ccc2c(c1)C(=O)N([C@@H](C)CO)C[C@H](C)[C@@H](CN(C)C(=O)NC1CCCCC1)O2	4	·
Cc1cc(Cl)ccc1OC(C)C(=O)Nc1cccc(C(=O)O)c1 (stereo not given)	-7	0.1
O=C(C[C@H]1C[C@@H]2c3cc(NC(=O)C4CCC4)ccc3O[C@@H]2[C@H](CO)O1)NCc1ccccn1	6	-0.2

Part of the list above in a different format:
CC(C)NC(=O)Nc1ccc2c(c1)C(=O)N([C@@H](C)CO)C[C@H](C)[C@@H](CN(C)C(=O)NC1CCCCC1)O2
  EZH2 inh: 4
  IDH1 R132H inh: ·

Cc1cc(Cl)ccc1OC(C)C(=O)Nc1cccc(C(=O)O)c1 (stereo not given)
  EZH2 inh: -7
  IDH1 R132H inh: 0.1

COCC#Cc1ccc2c(c1)O[C@@H](CN(C)C(=O)C1CCCCC1)[C@H](C)CN([C@@H](C)CO)S2(=O)=O
  EZH2 inh: 17
  IDH1 R132H inh: -1.9

Cc1ccc(S(=O)(=O)Nc2ccc3c(c2)CC(=O)N([C@@H](C)CO)C[C@H](C)[C@@H](CN(C)Cc2ccc4c(c2)OCO4)O3)cc1
  EZH2 inh: -4
  IDH1 R132H inh: -0.4
